Pf_Dd2_growth: P. falciparum Dd2 growth inhibition. SYBR Green, 72 h; stronger effect = lower value. activity change, % at 10 µM. 94,000 compounds, 2.3% hits. AID 1159554; in the data active = activity change below about -80%; inconclusive = no clear call, values can overlap the other calls
GASC1_inh: inhibitors of human demethylase GASC-1 KDM4C; GST-KDM4C 2-372, H3K9me3 peptide, LANCE TR-FRET; inhibition, % at 12.5 µM; Q9H3R0; 96,000 compounds, 0.15% hits; AID 720574;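 active = mean replicate inhibition above about 25%, with at least 55% of replicates also reaching it, limit read from the data, passing the limit was not always enough; inconclusive = only one of those two conditions met; inactive = neither condition met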
Target sequence (Q9H3R0 2-372 limits assumed): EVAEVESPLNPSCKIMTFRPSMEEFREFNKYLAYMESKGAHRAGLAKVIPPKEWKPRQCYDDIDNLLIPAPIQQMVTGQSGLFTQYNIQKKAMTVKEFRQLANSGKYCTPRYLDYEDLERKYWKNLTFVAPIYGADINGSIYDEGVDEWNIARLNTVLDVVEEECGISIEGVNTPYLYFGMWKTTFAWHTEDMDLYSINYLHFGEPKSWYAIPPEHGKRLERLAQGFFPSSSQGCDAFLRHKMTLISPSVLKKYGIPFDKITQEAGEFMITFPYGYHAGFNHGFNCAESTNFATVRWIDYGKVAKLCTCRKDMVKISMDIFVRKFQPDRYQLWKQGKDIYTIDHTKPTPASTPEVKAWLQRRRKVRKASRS
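Material: GST-tagged GASC-1 (JMJD2C) catalytic fragment, aa 2-372 / Quantity: enzyme final amount 10 nM / Medium: HEPES buffer, pH 7.5, plus ascorbate / Doses: one test concentration per compound / Incubation: 30 min reaction, 60 min detection, RT / Measured by: LANCE TR-FRET / Read-out: inhibition from TR-FRET ratio decrease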
Tcruzi_prolif: blocks T. cruzi growth in NIH3T3 culture. AID 624255. T. cruzi beta-gal in NIH3T3, GalScreen luminescence, 90 h. inhibition, % at 8.34 µM. 77,000 compounds, 5.9% hits;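 active = mean inhibition above about 93%, with at least 55% of replicates each passing it, limit read from the data, passing the limit was not always enough; inconclusive = only one of those two conditions holds; inactive = neither condition holds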
C_diff_HTS: inhibitors of Clostridium difficile growth. Clostridium difficile clinical isolate growth, OD600, 24 h; stronger effect = lower value. growth activity, negative = inhibition, % at 16 µg/mL (by protocol). 86,000 compounds, 0.25% hits. AID 1259249;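 active = mean growth activity at or below -80% and every replicate also at or below -80%; inconclusive = mean at or below -80% but some replicate above -80%; inactive = mean growth activity above -80%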;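 also: 0% = DMSO wells and -100% = levofloxacin 16 µg/mL wells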
The depositor's hits bear a star; ? = inconclusive; nt = no result given.

SMILES Pf_Dd2_growth GASC1_inh Tcruzi_prolif C_diff_HTS
Cc1ccccc1S(=O)(=O)N1CCCCN2[C@H](C1)[C@H](c1ccc(-c3cccnc3)cc1)[C@@H]2CO -9 -1.3 68 -3
C[C@H](CO)N1C[C@H](C)[C@H](CN(C)C(=O)NC2CCCCC2)Oc2ncc(-c3cc4ccccc4o3)cc2C1=O -50 -1.8 nt 11
O=C(C[C@H]1C=C[C@@H](NS(=O)(=O)c2ccc(F)cc2)[C@@H](CO)O1)N1CCN(c2ccccc2)CC1 23 0.9 -26 nt
O=C(c1ccccc1)N1CC(=O)N2[C@@H](CO)[C@H](c3ccc(C#CC4CC4)cc3)[C@@H]2C1 17 -0.7 nt 5
CCNC(=O)[C@H]1[C@H](CO)[C@H]2Cn3c(ccc(-c4cncnc4)c3=O)[C@@H]1N2C(=O)Nc1ccccc1 13 -1.2 -10 -6
COc1ccc(NC(=O)Nc2ccc3c(c2)C(=O)N([C@H](C)CO)C[C@@H](C)[C@H](CN(C)S(=O)(=O)c2ccc(Cl)cc2)OCCCC[C@H](C)O3)cc1 -76 -1.4 104* 5
CCCN(C)C[C@@H]1OCCCC[C@H](C)Oc2ccc(NC(=O)Cc3ccccc3)cc2C(=O)N([C@@H](C)CO)C[C@@H]1C -38 -2.1 79 5
C[C@H]1CN([C@@H](C)CO)C(=O)c2cc(C#Cc3ccccc3)cnc2O[C@H]1CN(C)C(=O)c1ccccc1F -66 4.6 -75 -9
C[C@@H]1CN([C@@H](C)CO)C(=O)c2cccc(N(C)C)c2O[C@@H]1CN(C)C(=O)Nc1ccc(F)cc1 -21 -0.7 nt 0
C[C@@H]1CN([C@@H](C)CO)C(=O)c2cc(-c3ccncc3)cnc2O[C@H]1CN(C)C(=O)c1ccncc1 37 2.5 1 5
COc1cccc(NC(=O)N(C)C[C@H]2Oc3cc(/C=C/c4ccccc4)ccc3S(=O)(=O)N([C@@H](C)CO)C[C@@H]2C)c1 -39 6.7 nt 0
CN(C)C(=O)c1cccc(-c2ccccc2[C@H]2[C@@H](C#N)N(C(=O)C3CCCCC3)[C@@H]2CO)c1 11 18 nt -9
CS(=O)(=O)Nc1ccc2c(c1)[C@@H]1C[C@H](CC(=O)NC3CCCCC3)O[C@@H](CO)[C@@H]1O2 -9 0.8 2 nt
Cc1noc(C)c1S(=O)(=O)Nc1ccc2c(c1)CC(=O)N([C@H](C)CO)C[C@H](C)[C@@H](CN(C)Cc1ccc(-c3ccccc3)cc1)O2 -54 0.6 81 7
CCC(=O)N1[C@@H]2c3ccc(-c4cccnc4)c(=O)n3C[C@H]1[C@H](CO)[C@H]2C(=O)N1CCc2ccccc2C1 20 0.5 29 -2
Cc1ccc(S(=O)(=O)Nc2ccc3c(c2)C(=O)N([C@H](C)CO)C[C@H](C)[C@H](CN(C)CC2CC2)O3)cc1 -4 6.0 -2 0
CN1c2ccc(-c3ccccc3)cc2[C@@H]2[C@@H](CCN2C(=O)CN2CCOCC2)[C@H]1CO 1 0.5 86 -10
CC(C)NC(=O)N(C)C[C@H]1Oc2ccc(NS(=O)(=O)c3cccs3)cc2C(=O)N([C@H](C)CO)C[C@H]1C 21 0.1 -41 -3
C[C@H](CO)N1C[C@H](C)[C@@H](CN(C)Cc2ccc(C(=O)Nc3ccccc3N)cc2)Oc2ccc(NC(=O)C3CCCCC3)cc2CC1=O -85* 1.3 89 4
CCCNC(=O)N1C[C@@H](C)[C@H](OC)CN(C)C(=O)c2cc(NS(=O)(=O)CC(F)(F)F)ccc2OC[C@@H]1C 22 -1.9 32 nt

The last three records of the part before open the next one:
SMILES Pf_Dd2_growth GASC1_inh Tcruzi_prolif C_diff_HTS
CC(C)NC(=O)N(C)C[C@H]1Oc2ccc(NS(=O)(=O)c3cccs3)cc2C(=O)N([C@H](C)CO)C[C@H]1C 21 0.1 -41 -3
C[C@H](CO)N1C[C@H](C)[C@@H](CN(C)Cc2ccc(C(=O)Nc3ccccc3N)cc2)Oc2ccc(NC(=O)C3CCCCC3)cc2CC1=O -85* 1.3 89 4
CCCNC(=O)N1C[C@@H](C)[C@H](OC)CN(C)C(=O)c2cc(NS(=O)(=O)CC(F)(F)F)ccc2OC[C@@H]1C 22 -1.9 32 nt
C[C@@H]1CCCCO[C@@H](CN(C)C(=O)c2ccccc2)[C@H](C)CN([C@@H](C)CO)C(=O)c2cc(NC(=O)Nc3cccc4ccccc34)ccc2O1 17 4.5 92 -3
Cc1ccccc1-c1ccc([C@H]2[C@H]3CN(S(=O)(=O)c4ccc(F)cc4)CCCCN3[C@H]2CO)cc1 8 -0.5 111* 38
Cc1ccc(-c2ccc([C@@H]3[C@H]4CN(C(=O)Nc5cccc(F)c5)CCCCN4[C@H]3CO)cc2)cc1 10 -2.1 99* 50
C[C@@H]1CCCCO[C@@H](CN(C)S(C)(=O)=O)[C@H](C)CN([C@@H](C)CO)C(=O)c2cc(NC(=O)c3ccccc3)ccc2O1 5 0.8 0 -3
C[C@H](CO)N1C[C@H](C)[C@@H](CN(C)C(=O)c2ccncc2)Oc2ncc(C#C[C@@H](C)O)cc2C1=O 14 0.8 -16 -1
COC(=O)C[C@H]1CC[C@H](N)[C@@H](CO)O1 6 -1.1 1 nt
C[C@@H]1CN([C@@H](C)CO)C(=O)Cc2cc(NC(=O)NC3CCCCC3)ccc2O[C@H]1CN(C)S(=O)(=O)c1cccs1 -59 -1.0 27 -10
O=C(NC1CCCC1)N[C@@H]1CC[C@@H](CC(=O)N2CCOCC2)O[C@H]1CO 5 5.0 nt 2
COCC(=O)N1[C@H](CO)[C@@H]2c3ccccc3N(C(=O)c3ccncc3)C[C@@H]21 11 0.9 -13 -6
C[C@H](NC(=O)[C@H]1[C@H](CO)[C@H]2Cn3c(cccc3=O)[C@H]2N1CC1CCCC1)c1ccccc1 nt 0.3 10 4
COCC(=O)N1C[C@@H](C)[C@@H](OC)CN(C)C(=O)c2cc(NC(=O)c3ccc(OC)cc3)ccc2OC[C@@H]1C -41 4.3 -21 nt
Cc1noc(C)c1NC(=O)Nc1ccc2c(c1)C(=O)N([C@H](C)CO)C[C@@H](C)[C@H](CN(C)S(=O)(=O)c1ccc(Cl)cc1)OCCCC[C@H](C)O2 -60 -0.2 53 -11
COc1cccc(NC(=O)N(C)C[C@H]2Oc3cc(C#Cc4ccncc4)ccc3S(=O)(=O)N([C@H](C)CO)C[C@@H]2C)c1 -54 -0.4 19 6
O=C(C[C@@H]1CC[C@@H](NC(=O)CC2CC2)[C@@H](CO)O1)NCc1ccc(Cl)cc1 7 -1.5 -36 nt
COc1ccc2c3c(n(C)c2c1)[C@@H](CO)N(C(=O)Nc1ccc(F)cc1)CC31CCN(S(=O)(=O)c2cccc(F)c2)CC1 ? -1.2 nt -2
O=C(C[C@@H]1C[C@@H]2c3cc(NC(=O)C4CCOCC4)ccc3O[C@@H]2[C@H](CO)O1)NCc1cccnc1 12 -0.9 65 -5
CN(C)C(=O)C[C@@H]1C[C@@H]2c3cc(NC(=O)CC4CC4)ccc3O[C@@H]2[C@@H](CO)O1 18 6.2 9 nt
O=C(N[C@@H]1CC[C@H](CC(=O)N2CCc3ccccc3C2)O[C@H]1CO)C1CCC1 8 11 7 -1
C[C@@H]1CN([C@@H](C)CO)C(=O)Cc2cc(NS(=O)(=O)c3ccc(F)cc3)ccc2O[C@@H]1CN(C)C 9 -0.1 75 2
CO[C@H]1CN(C)C(=O)c2ccc(NC(=O)Nc3cc(F)ccc3F)cc2OC[C@H](C)NC[C@@H]1C -11 -1.0 nt -1
CNC[C@H]1Oc2ccc(NS(=O)(=O)c3cccs3)cc2C(=O)N([C@@H](C)CO)C[C@@H]1C 24 11 0 0
C[C@@H]1CN([C@@H](C)CO)C(=O)c2cc(NC(=O)Cc3ccccc3)ccc2O[C@H]1CN(C)Cc1ccc(C(=O)O)cc1 0 0.3 16 -1
C[C@@H]1CCCCO[C@@H](CN(C)CC2CCCCC2)[C@H](C)CN([C@@H](C)CO)C(=O)c2cc(NS(=O)(=O)c3cccs3)ccc2O1 -2 -0.7 73 14
C/C=C/c1ccc2c(c1)O[C@@H](CN(C)Cc1cccc(F)c1)[C@@H](C)CN([C@@H](C)CO)S2(=O)=O -23 -1.1 nt -1
CO[C@H]1CC[C@@H]2CCOc3c(C#N)cccc3C(=O)N(C)C[C@@H](OC)[C@@H](C)C(=O)N(C)C[C@@H]1O2 nt 0.3 13 0
COc1ccc(NC(=O)N(C)C[C@@H]2OCc3ccccc3-c3c(n(C)c4ccccc34)C(=O)N([C@H](C)CO)C[C@H]2C)cc1 -15 1.5 -33 nt
C[C@H]1CN([C@@H](C)CO)C(=O)c2cccc(NC(=O)Nc3ccc(F)cc3)c2O[C@@H]1CN(C)Cc1ccc(Cl)c(Cl)c1 -28 -2.7 61 nt
CNC[C@H]1Oc2ccc(NS(=O)(=O)c3ccc(OC)cc3)cc2C(=O)N([C@@H](C)CO)C[C@H]1C 2 -1.0 nt -2
CCOC(=O)N(C)C[C@@H]1OCc2cn(nn2)CCCC(=O)N([C@@H](C)CO)C[C@@H]1C 24 0.1 31 -2
N#Cc1ccc(-c2ccc([C@H]3[C@H]4CN(C(=O)Nc5ccc(F)cc5)CCCCN4[C@H]3CO)cc2)cc1 -20 -0.2 6 3
CC(C)NC(=O)N1[C@H](CO)[C@@H](c2ccccc2)[C@@H]1CNC(=O)CN(C)C -13 1.3 26 0
COc1ccc(NC(=O)N2C[C@@H]3[C@H](c4ccccc42)[C@H](CO)N3C(=O)C2CC2)cc1 5 -2.6 14 -7
O=C(C[C@H]1C=C[C@H](NC(=O)c2ccncc2)[C@@H](CO)O1)NCC1CC1 40 6.3 32 nt
C/C=C/c1ccc([C@@H]2[C@H](CO)N(S(C)(=O)=O)[C@H]2CN(C)C(=O)CC)cc1 7 0.2 62 0
CCCNC(=O)N(C)C[C@H]1Oc2ncc(C#Cc3ccncc3)cc2C(=O)N([C@@H](C)CO)C[C@H]1C 27 -0.1 -15 -3
C[C@@H]1CN([C@H](C)CO)C(=O)c2cc(NC(=O)Cc3ccccc3)ccc2O[C@@H](C)CCCCO[C@H]1CN(C)C(=O)Nc1ccccc1 -8 -0.5 0 nt
C[C@@H]1CN([C@H](C)CO)C(=O)c2cc(C#CCN(C)C)cnc2O[C@@H]1CN(C)Cc1ccccc1F 4 4.6 76 1
C[C@@H]1CN([C@H](C)CO)C(=O)c2cccc(NC(=O)CCCCCC(=O)Nc3ccccc3N)c2O[C@@H]1CN(C)Cc1ccc(C(F)(F)F)cc1 -92* -1.2 nt -2
CCNC(=O)C[C@@H]1CC[C@@H](NC(=O)C2CCOCC2)[C@@H](CO)O1 16 -0.2 40 14
Cc1noc(C)c1NC(=O)N(C)C[C@@H]1Oc2c(NC(=O)C3CC3)cccc2C(=O)N([C@H](C)CO)C[C@H]1C 15 -1.3 -3 -1
C[C@H](CO)N1C[C@H](C)[C@@H](CN(C)Cc2ccccn2)Oc2cc(-c3cncnc3)ccc2S1(=O)=O 16 -0.1 6 1
COCC(=O)N(C)C[C@@H]1Oc2cc(C#CC(C)(C)O)ccc2S(=O)(=O)N([C@H](C)CO)C[C@@H]1C 0 0.0 nt -1
COc1ccccc1NC(=O)N[C@H]1CC[C@H](CCn2cc(-c3cccnc3)nn2)O[C@@H]1CO -13 0.2 -1 nt
CN1CCN(C(=O)C[C@@H]2CC[C@H]3[C@@H](COC[C@@H](O)CN3C(=O)C3CCCC3)O2)CC1 10 -1.7 31 nt
COc1ccc(NC(=O)Nc2ccc3c(c2)[C@@H]2C[C@@H](CC(=O)NCc4ccccc4F)O[C@H](CO)[C@@H]2O3)cc1 3 -1.3 41 1
COCC(=O)N(C)C[C@H]1Oc2cc(C#CC(C)C)ccc2S(=O)(=O)N([C@@H](C)CO)C[C@@H]1C -4 -2.1 17 1
COCCNC(=O)C[C@H]1C=C[C@@H](NC(=O)NC2CCCC2)[C@@H](CO)O1 -11 -0.9 -28 nt
C[C@@H]1CN([C@H](C)CO)C(=O)c2cc(-c3ccc(F)cc3)cnc2O[C@@H]1CN(C)C(=O)c1cccnc1 7 -0.3 -117 -1
C[C@H](CO)N1C[C@H](C)[C@H](CN(C)C)Oc2ccc(NS(=O)(=O)c3ccc(F)cc3)cc2CC1=O -6 0.6 -2 0
COCC#Cc1ccc2c(c1)O[C@@H](CN(C)Cc1ccc3c(c1)OCO3)[C@@H](C)CN([C@@H](C)CO)S2(=O)=O -50 1.6 nt 1
CNC(=O)C[C@@H]1CC[C@@H]2[C@@H](COc3ccc(NS(=O)(=O)c4cccc(F)c4)cc3C(=O)N2C)O1 8 -1.9 16 -7
C[C@H](CO)N1C[C@H](C)[C@@H](CN(C)Cc2ccccc2)Oc2ccc(NC(=O)C3CCCCC3)cc2CC1=O -42 -0.6 93 -6
CCS(=O)(=O)Nc1ccc2c(c1)C(=O)N(C)C[C@H](OC)[C@H](C)CN(Cc1nccs1)[C@H](C)CO2 42 -2.2 -10 0

Source: PubChem BioAssay (Broad Institute)
